# TCR CD3 inh: inhibitors of human TCR-CD3 interaction, primary screen, biochemical, fluorescence, TAMRA-labeled TCR probe; T-cell receptor (TCR); inhibition, % at 9.4 µM; 0.37% of 360,000 active; AID 651800, 2012; in the data active = inhibition above about 19%;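 note: recombinant mutant TCR 2C K166C tagged with TAMRA read by polarization; 0% = receptor in buffer alone and 100% = receptor with positive control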
# LEDGF integ inh: blockers of LEDGF/p75-dependent integrase strand transfer – biochemical, TR-FRET, high throughput, primary screen | HIV-1 integrase (with human LEDGF/p75) | TR-FRET IN-LEDGF/p75 DNA integration, Eu/Cy5 | inhibition, % at 3.7 µM | 0.64% of 370,000 active;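 active = inhibition above the screen-wide mean plus 3 SD, cut at about 13% in these data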;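 note: signal is the Cy5 over europium emission ratio at 671 and 618 nm; 0% = plate median of compound wells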
# UHRF1 MBD2 ctr: UHRF1 methylated DNA binding inhibitors, primary screen, counter-screen for MBD2 inhibitor project, biochemical, TR-FRET, human UHRF1, single concentration; UHRF1 binding to methylated oligo; inhibition, % at 4.4 µM; 0.75% of 370,000 active; AID 687016, 2013; in the data active = inhibition above about 21%;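 note: UHRF1 SRA domain binding a hemimethylated CpG hairpin DNA probe; 0% = median of test compound wells and 100% = reference inhibitor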
# MBD2 DNA inh: inhibitors of MBD2 binding to methylated DNA, primary screen, biochemical, TR-FRET, DNA-binding domain, human | MBD2 binding to methylated oligonucleotide | inhibition, % at 4.4 µM | 0.31% of 370,000 active; in the data active = inhibition above about 13%
# Target sequence (Q9UBB5 whole entry, looked up, the tested form may be a part): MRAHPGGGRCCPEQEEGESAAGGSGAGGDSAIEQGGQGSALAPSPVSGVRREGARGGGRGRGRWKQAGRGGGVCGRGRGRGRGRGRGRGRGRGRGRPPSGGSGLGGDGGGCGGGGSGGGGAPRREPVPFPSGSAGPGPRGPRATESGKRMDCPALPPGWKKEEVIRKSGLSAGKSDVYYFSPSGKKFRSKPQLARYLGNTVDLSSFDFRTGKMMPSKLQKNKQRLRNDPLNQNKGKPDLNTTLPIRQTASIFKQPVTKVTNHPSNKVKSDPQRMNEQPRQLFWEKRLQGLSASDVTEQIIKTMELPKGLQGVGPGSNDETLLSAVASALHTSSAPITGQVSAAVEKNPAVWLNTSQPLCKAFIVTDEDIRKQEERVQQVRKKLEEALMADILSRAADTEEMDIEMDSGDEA
# proKLK7 act: proKLK7 zymogen activators, primary screen, biochemical, fluorescence intensity | purified proKLK7, EDANS-DABCYL substrate fluorescence; 100% is mature enzyme control, 0% vehicle | 0.9% of 370,000 active | activation, % at 7 µM | AID 652039, 2013 | Kallikrein-7 (Homo sapiens), P49862;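 active = activation above the mean of all tested compounds plus 3 SD, computed per campaign excluding outliers beyond control limits, cut at about 13% in these data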
# DDE Tn7 FP inh: inhibitors of Tn7 peptide binding to fibrin DD(E), primary screen, biochemical, fluorescence polarization, human fibrin, Tn7 probe. FP displacement of FITC-Tn7 peptide from fibrin DD(E); 0% = median of compound wells per plate. inhibition, % at 8.3 µM. 0.13% of 370,000 active;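 active = inhibition above the mean of compounds falling within the control limits plus 3 SD of them, cut at about 14% in these data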;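 note: 0% = plate median of compound wells and 100% = 10 µM Aha-Tn7 peptide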
#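 Test system: human clot-derived fibrin DD(E) complex / Quantity: 2 µM final DD(E) protein / Incubation: 10 min plus 3 h, room temperature / Measured by: fluorescence polarization / Benchmarks: high control of 10 µM Aha-Tn7 peptide / Replicates: singlicate testing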
# PRMT1 inh: PRMT1 methyltransferase inhibitors, primary screen, biochemical, fluorescence polarization; Protein arginine N-methyltransferase 1 (Homo sapiens), Q99873; recombinant PRMT1, activity-based probe fluorescence polarization; inhibition, % at 2.79 µM; 1.3% of 370,000 active; AID 652257, 2013;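 active = inhibition above about 21% made by adding two undisclosed values, limit read from the data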
# SIAE inh: human SIAE inhibitors, primary screen, biochemical, fluorescence polarization, FP-Rh probe, 1536-well HTS; Sialate O-acetylesterase (Homo sapiens), Q9HAT2; SIAE FP-Rh probe binding; inhibition, % at 9.66 µM; 0.69% of 370,000 active;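 active = inhibition above a cutoff: mean of compounds within the control limits plus 3 SD of those, cut at about 17% in these data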;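 note: 0% = plate median of compound wells and 100% = probe without SIAE protein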
# Target sequence (Q9HAT2 whole entry, looked up): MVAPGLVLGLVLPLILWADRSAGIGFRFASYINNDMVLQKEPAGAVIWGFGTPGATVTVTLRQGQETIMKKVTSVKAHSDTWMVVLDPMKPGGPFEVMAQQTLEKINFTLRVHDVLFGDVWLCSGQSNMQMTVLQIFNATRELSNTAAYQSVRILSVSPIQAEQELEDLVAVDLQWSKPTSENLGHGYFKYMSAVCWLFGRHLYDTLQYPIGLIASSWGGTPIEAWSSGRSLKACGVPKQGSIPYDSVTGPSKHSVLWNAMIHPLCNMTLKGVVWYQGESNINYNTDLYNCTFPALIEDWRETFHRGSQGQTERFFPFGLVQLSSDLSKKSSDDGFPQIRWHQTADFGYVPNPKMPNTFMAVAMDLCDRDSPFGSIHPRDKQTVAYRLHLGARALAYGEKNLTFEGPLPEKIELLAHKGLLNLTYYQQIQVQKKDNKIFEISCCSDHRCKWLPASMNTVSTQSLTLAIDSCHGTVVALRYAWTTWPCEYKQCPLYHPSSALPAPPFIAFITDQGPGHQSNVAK
# DDE Tn6 FP inh: inhibitors of Tn6 peptide binding to fibrin DD(E), primary screen, biochemical, fluorescence polarization, human fibrin, Tn6 probe | Fibrinogen beta chain (Homo sapiens), P02675 | Fibrin DD(E) TRITC-Tn6 fluorescence polarization displacement | inhibition, % at 8.3 µM | 0.21% of 370,000 active | AID 720509, 2013;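 active = inhibition above a per-campaign cutoff: mean of compounds within control limits plus 3 SD, cut at about 15% in these data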;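 note: 0% = median of all compound wells on the plate and 100% = blocking peptide control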
# TDP2 absorb: human TDP2 enzyme inhibitors, primary screen, biochemical, epi absorbance, recombinant enzyme. inhibition, % at 12.8 µM. 0.34% of 370,000 active. AID 720702, 2013. Tyrosyl-DNA phosphodiesterase 2 (Homo sapiens), O95551. T5PNP hydrolysis, p-nitrophenol absorbance 415 nm;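 active = inhibition above the mean of all tested compounds plus 3 SD, set per campaign, cut at about 25% in these data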;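 note: 0% = DMSO with enzyme and 100% = buffer with substrate but no TDP2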
#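 Evaluation: % inhibition relative to enzyme-containing and enzyme-free wells. Material: recombinant human TDP2. Benchmarks: enzyme-free and DMSO wells. Timing: enzyme reaction with compound for 2 h at 37 °C. Compound dosing: 12.8 µM only. Measured by: p-Nitrophenol epi absorbance. Reagent: T5PNP substrate at 5 mM, a TopII-DNA adduct mimic. Replication: single well per compound.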
# The depositor's hits bear a star; x = no result given. Compounds as they come (roughly 4.6% active in at least one column).
SMILES,TCR CD3 inh,LEDGF integ inh,UHRF1 MBD2 ctr,MBD2 DNA inh,proKLK7 act,DDE Tn7 FP inh,PRMT1 inh,SIAE inh,DDE Tn6 FP inh,TDP2 absorb
CC(C)(C)C(=O)/C=c1\s/c(=C\c2ccc(-c3ccc([N+](=O)[O-])cc3)o2)c(=O)n1CC(=O)NC(N)=O,-3,3,1,0,0.3,-9,-12,2,5,-4
COc1ccc(CC(=O)Nc2nc(-c3ccc(F)c(F)c3)cs2)cc1,-7,-2,0,0,0.2,-5,6,-36,-8,14
C/C(=N/NC(=O)CCc1c(C)n[nH]c1C)c1cccc([N+](=O)[O-])c1,4,-2,0,1,0.1,-4,-2,-3,-2,2
CC(C)(C)OC(=O)CN1C(=O)NC(Cc2c[nH]c3ccccc23)C1=O (stereo not given),10,-2,-1,0,0.0,-2,-1,3,2,7
CC(C)(C)NCC(O)COc1ccc(Br)cc1 (stereo not given),0,-3,3,-4,-0.4,3,-1,4,12,-5
CCN(CC)c1ccc(NC(=O)CN2CCN(CC(=O)Nc3ccccc3OC)CC2)cc1,-5,-3,-2,0,0.5,6,-1,0,-3,17
Cc1ccc(SCc2[nH]nc3c2C2(CCSCC2)C(C#N)=C(N)O3)cc1,0,5,-12,-8,-0.4,-3,2,8,5,-4
CC(=O)Oc1cccc(-c2nc3ccccc3c(=O)o2)c1,8,1,-3,2,0.3,3,0,0,3,18
COc1cccc(/C=C2/SC(=S)N(CC(=O)NNC(=O)c3ccccc3O)C2=O)c1,25*,2,1,-6,0.3,-3,7,-81,7,-8
CCOC(=O)c1cc(-c2ccccc2)sc1NC(=O)C(C)C,1,-1,4,1,0.1,-4,1,0,-4,-2
Brc1ccc(CSc2ncnc3nc[nH]c23)cc1,5,-1,0,4,-0.3,-4,1,-4,-7,4
COc1ccccc1NC(=S)NCC1CCC(CNC(=S)Nc2ccccc2OC)CC1 (stereo not given),1,-4,13,7,-0.6,0,4,0,1,14
N#C/C(=C(/O)COc1ccc(Br)cc1)c1nnc2n1CCCCC2,-1,-5,2,0,-0.2,2,4,-2,1,-1
CCOc1ccc(OCCC(=O)Nc2ccccc2C(=O)NC2CC2)cc1,2,-1,-1,3,1.1,-5,-4,7,-4,10
COc1cc(OC)c(-c2nn3c(C4CCCCC4)nnc3s2)cc1OC,5,0,-2,-2,-29,4,6,-5,-6,-7
CCOc1ccccc1/C=C(\C#N)C(=O)NC1CC1,5,-6,0,6,-0.6,3,0,-2,6,-9
Cc1ccc(C(=O)Oc2cc(-c3ccccc3)no2)cc1,8,0,-2,1,-0.2,-8,-2,8,2,-4
CCOC(=O)C1=C(C)NC(C)=C(C(=O)OC)C1c1ccco1 (stereo not given),7,-6,2,-1,1.4,1,2,3,-9,-5
CC1NC(=O)c2ccccc2-n2c1nc1ccc(F)cc1c2=O (stereo not given),-2,0,-2,-4,0.0,2,1,-13,4,-4
CCC1=[N+](CC(=O)c2ccc(C)cc2)CCn2cccc21,9,3,10,1,2.2,4,4,2,0,17
O=C(NCc1ccc2c(c1)OCO2)C1CC(c2ccccc2O)=NO1 (stereo not given),4,2,-2,2,0.3,2,-2,-4,-9,8
O=C1CN(C(=O)COc2c(F)c(F)cc(F)c2F)c2ccccc2N1,-1,3,-1,-2,-0.6,-1,-2,1,-2,2
Cc1ccc(OCCOc2cccc(/C=N/NC(N)=O)c2)cc1,1,0,-2,-8,-0.8,-6,3,3,3,9
N#C/C(=C\c1c(Oc2ccc(Cl)cc2)nc2ccccn2c1=O)C(=O)NC1CCS(=O)(=O)C1 (stereo not given),-3,-2,-2,-3,10,-2,5,9,-2,-3
CCOC(=O)C1=C(C)NC(=S)NC1c1ccc(-c2cccc(Cl)c2C)o1 (stereo not given),-1,-1,-1,1,-0.1,6,22*,2,1,3
O=C(CNS(=O)(=O)c1ccc(F)cc1)Nc1ccccc1,-7,4,-2,-6,0.4,8,-3,7,3,-5
CCC(C)c1ccccc1OCCOCCN1CCCC1 (stereo not given),-4,-3,7,7,-0.2,0,7,0,2,-11
COc1ccc(-n2cc(CNCCc3ncc(C)[nH]3)c(-c3ccccc3Cl)n2)cc1,-5,2,-3,-3,0.7,-2,-2,-1,-2,13
Cc1ccc(S(=O)(=O)N/N=C/c2cc([N+](=O)[O-])ccc2O)cc1[N+](=O)[O-],-11,-2,1,-7,0.4,6,5,1,3,-1
O=c1c(Cl)c(N2CCN(S(=O)(=O)c3ccc(F)cc3)CC2)cnn1-c1cccc(Cl)c1,-5,-1,0,2,-0.4,8,2,3,9,9
CC1(C)C2CCC13CS(=O)(=O)N[C@@H]3C2 (stereo not given in full),-1,-1,0,0,0.1,-6,-1,-5,-2,2
O=c1[nH]c(=O)c2cn[nH]c2[nH]1,0,2,-2,2,-0.8,-2,-3,-3,-3,-3
O=C(O)/C(=C\c1ccc(Cl)c([N+](=O)[O-])c1)c1ccc(S(=O)(=O)N2CCCCC2)s1,7,2,-1,5,0.0,0,5,10,1,-2
COC(=O)c1ccc(C2NCCc3cc(OC)c(OC)cc32)cc1 (stereo not given),6,1,-3,4,-0.8,5,-4,-2,1,17
COCCNC(=O)/C(C#N)=C1\N=C(N)c2ccccc21,-7,0,-8,-3,-0.2,-1,1,-3,2,-11
COC(=O)C1=CNC=C(C(=O)OC)C1c1ccc(C(=O)OC)cc1,8,1,-4,3,13*,-1,-2,1,5,2
O=C(NCC1CCN(C(=O)c2c(F)c(F)c(F)c(F)c2F)CC1)c1c(F)c(F)c(F)c(F)c1F,-10,5,9,3,0.1,0,-2,-3,-3,0
CCCCNc1c([N+](=O)[O-])ncn1C,7,-1,-2,6,-0.2,-2,-6,1,-2,-12
CC1=CCC2C(=O)N(c3nc4ccccc4n3C)C(=O)C2C1 (stereo not given),5,1,6,4,-0.1,-4,-1,-8,-13,-7
CN(C(=O)c1ccccc1C(=O)OCC(=O)Nc1ccc(S(N)(=O)=O)cc1)c1ccccc1,-1,-5,0,3,-0.3,-1,2,4,6,-3

# An excerpt of these results, tab-delimited:
canonical_smiles	TCR CD3 inh	LEDGF integ inh	UHRF1 MBD2 ctr	MBD2 DNA inh	proKLK7 act	DDE Tn7 FP inh	PRMT1 inh	SIAE inh	DDE Tn6 FP inh	TDP2 absorb
CCOc1ccccc1/C=C(\C#N)C(=O)NC1CC1	5	-6	0	6	-0.6	3	0	-2	6	-9
Cc1ccc(C(=O)Oc2cc(-c3ccccc3)no2)cc1	8	0	-2	1	-0.2	-8	-2	8	2	-4
CCOC(=O)C1=C(C)NC(C)=C(C(=O)OC)C1c1ccco1 (stereo not given)	7	-6	2	-1	1.4	1	2	3	-9	-5
CC1NC(=O)c2ccccc2-n2c1nc1ccc(F)cc1c2=O (stereo not given)	-2	0	-2	-4	0.0	2	1	-13	4	-4
CCC1=[N+](CC(=O)c2ccc(C)cc2)CCn2cccc21	9	3	10	1	2.2	4	4	2	0	17
O=C(NCc1ccc2c(c1)OCO2)C1CC(c2ccccc2O)=NO1 (stereo not given)	4	2	-2	2	0.3	2	-2	-4	-9	8

# Following part.
SMILES,TCR CD3 inh,LEDGF integ inh,UHRF1 MBD2 ctr,MBD2 DNA inh,proKLK7 act,DDE Tn7 FP inh,PRMT1 inh,SIAE inh,DDE Tn6 FP inh,TDP2 absorb
CNc1nc(N)c([N+](=O)[O-])c(Nc2ccccc2)n1,x,0,0,-1,x,-1,-3,0,0,3
c1ccc2c(c1)NC(c1ccncc1)n1c-2nc2ccccc21 (stereo not given),1,-1,0,1,29*,-9,2,-10,-7,-1
CCOC(=O)c1c(-c2ccc(F)cc2)csc1NC(=O)CCN1CCOCC1,2,4,2,4,0.7,-6,0,0,0,-6
COc1ccc(CNS(=O)(=O)c2ccc3c(c2)N(C(C)=O)CCO3)cc1,10,2,0,5,0.1,1,-3,-16,-1,-24
COc1c2n(C)ccc3c-2n(c(=O)c1=O)c1ccccc31,0,3,-1,-6,9.2,-6,-2,-1,-5,0
CCc1noc(C)c1C(=O)Nc1cc(Cl)ccc1-n1cncn1,-4,-2,1,-5,0.3,5,4,5,-1,10
Cc1[nH]c2ccccc2c1C(=O)C(=O)NCCOc1ccccc1,0,2,3,1,0.3,-3,-5,2,2,3
Cc1cccc(OCc2cc(-c3ccccc3)no2)c1C,8,-1,2,1,0.0,1,-2,-6,5,-1
CN=C(C)/C(C(=O)OC)=C(/O)c1ccc(Cl)cc1Cl,2,6,1,2,0.1,-4,-4,-1,2,-7

# Compound activity: PubChem, The Scripps Research Institute Molecular Screening Center
